# Bioassay records as filed in PubChem BioAssay.
# TNAP act DEA = activators of human TNAP at intermediate phosphate acceptor; P05186; 64,000 tested, under 10 active; purified TNAP, CDP-star luminescence, 100 mM DEA, 30 min; stronger effect = higher value; scale: 0 levamisole-inhibited, 1 vehicle-only enzyme; activation factor at 20 µM;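 active = activation factor of at least 2 at 20 µM, relative to controls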
# D1 allo mod = D1 dopamine receptor (human) allosteric modulation. P21728. HEK293 D1, CRE-luciferase, dopamine EC30 potentiation; actives deviate in either direction. B-score at 10 µM. 5.9% of 58,000 active. AID 641;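 active = luminescence count or its row- and column-corrected plate score outside the 99.7% band of the plate's sample wells, on either side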
# Target sequence (P21728 whole entry, looked up): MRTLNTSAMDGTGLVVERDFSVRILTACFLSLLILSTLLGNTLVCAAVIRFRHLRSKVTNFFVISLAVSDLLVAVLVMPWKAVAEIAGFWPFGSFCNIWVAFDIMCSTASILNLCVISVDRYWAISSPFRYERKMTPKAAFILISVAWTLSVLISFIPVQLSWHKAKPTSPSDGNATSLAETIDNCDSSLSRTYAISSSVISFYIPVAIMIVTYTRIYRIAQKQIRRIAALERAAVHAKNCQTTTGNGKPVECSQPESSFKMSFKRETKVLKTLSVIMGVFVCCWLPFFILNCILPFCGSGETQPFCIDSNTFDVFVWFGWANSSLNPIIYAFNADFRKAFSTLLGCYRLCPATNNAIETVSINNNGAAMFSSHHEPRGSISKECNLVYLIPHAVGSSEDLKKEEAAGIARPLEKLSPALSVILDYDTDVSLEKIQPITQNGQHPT
# MKP-1 inh = human dual specificity phosphatase 1 inhibition. 0.15% of 65,000 active. P28562. recombinant MKP-1, OMFP hydrolysis fluorescence. inhibition, %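 (compounds tested at a single concentration somewhere between 10 and 100 µM)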;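 active = inhibition above about 50%, limit read from the data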;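 note: 0% = DMSO max control wells and 100% = wells with enzyme stopped by NaOH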
# Target sequence (P28562 whole entry, looked up): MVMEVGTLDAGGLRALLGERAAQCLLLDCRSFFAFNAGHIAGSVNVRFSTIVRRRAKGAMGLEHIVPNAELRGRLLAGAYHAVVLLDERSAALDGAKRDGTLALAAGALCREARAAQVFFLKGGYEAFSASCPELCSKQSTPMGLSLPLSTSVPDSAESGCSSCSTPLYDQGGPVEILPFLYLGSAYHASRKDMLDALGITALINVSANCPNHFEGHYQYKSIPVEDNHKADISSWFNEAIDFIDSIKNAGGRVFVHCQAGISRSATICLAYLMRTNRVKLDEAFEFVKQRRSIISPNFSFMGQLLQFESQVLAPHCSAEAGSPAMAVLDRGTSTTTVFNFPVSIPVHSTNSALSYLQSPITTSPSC
# Cdc25B block = inhibitors of human Cdc25B phosphatase; P30305; inhibition, %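 (compounds tested at 10 µM final in the well)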; AID 368; recombinant Cdc25B, OMFP fluorescence Ex485/Em525; 0.1% of 65,000 active; in the data active = inhibition above about 50%
# SF-1 act = activates the human nuclear receptor SF-1 | activation, % at 10 µM | CHO-K1 Gal4-SF-1 LBD luciferase reporter; % increase over DMSO SF-1-specific signal | Q13285 | 1.9% of 65,000 active;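 active = activation above the mean activation of all tested compounds plus 3 SD, cut at about 50% in these data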
#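 Test system: CHO-K1 cells co-transfected with Gal4 DBD–human SF-1 LBD, 5xGal4 luciferase reporter. Quantity: 4,000 cells per well. Compound: 10 µM only. Incubation: compound added 1 h post-seeding, 20 h exposure at 37 °C, 5% CO2. Detection: SteadyLite luciferase luminescence. Replication: one test per compound.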
# FXIIa mix inh = factor XIIa (human) inhibition, mixture screen | inhibition, % at 5 µM | 0.2% of 62,000 active | AID 684 | purified FXIIa, fluorogenic substrate, pooled mixtures; in the data active = inhibition above about 20%, passing the limit was not always enough;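 note: 0% = enzyme without compound and 100% = no enzyme blank; some results filed as inactive read as strong as hits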
# Hsp90 block = displaces geldanamycin probe from tumor Hsp90; NCI-N417 lysate Hsp90, Cy3B-geldanamycin FP displacement; inhibition, % at 30 µM; 0.35% of 64,000 active; AID 429;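 active = inhibition above 50%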;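 note: 0% = tracer plus lysate wells and 100% = tracer alone without lysate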
# RORa activator = activators of human nuclear receptor RORA. P35398. CHO-K1 Gal4-RORA LBD luciferase reporter, luminescence; percent increase over mock-subtracted basal signal. activation, % at 10 µM. 1.5% of 65,000 active. AID 560;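 active = activation above the mean of all tested compounds plus 3 SD, cut at about 49% in these data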;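 note: 0% = DMSO-treated RORA cells and 100% = added signal equal to DMSO minus mock-transfected cells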
# HER2 expr 66K = inhibitors of human Her2 kinase expression. 0.69% of 65,000 active. SKBR-3 HER2 protein level, AlphaScreen, 18-24 h; stronger effect = lower value. P04626. HER2 level % of control, % at 10 µM;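 active = HER2 level under 5% of the carrier-only control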;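 note: 100% = DMSO carrier and 0% = 500 nM PU-H71 HSP90 inhibitor; lower value means stronger loss of Her2 protein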
# * hit, by the source's call; . = not tested or not shown.
No.	structure	TNAP act DEA	D1 allo mod	MKP-1 inh	Cdc25B block	SF-1 act	FXIIa mix inh	Hsp90 block	RORa activator	HER2 expr 66K
1	COc1ccc(C)cc1NC(=O)CSc1nnc(-c2ccc(C)cc2)o1	0.9	-1.3	8	-9	7	3	-4	8	75
2	CCOC(=O)CSc1nnc(CSc2nc(C)cc(C)n2)n1Cc1ccco1	0.9	0.91	-1	7	14	.	-10	8	101
3	O=C(Cn1c(=O)sc2ccccc21)NCCOc1ccccc1F	0.8	0.95	-8	-13	11	-2	-1	-4	105
4	CC1(C)CC(=O)C2=C(C1)OC(N)=C(C#N)C2C1CC=CCC1 (configuration not stated)	0.9	3.8	3	3	-1	6	0	16	115
5	COc1ccc(CC(=O)Nc2cc(Cl)ccc2O)cc1	0.8	-0.026	-4	-12	-1	-19	2	1	129
6	O=C1CC(c2ccccc2)CN1Cc1ccccc1 (configuration not stated)	0.9	0.46	10	-9	17	19	1	-10	73
7	CCOC(=O)N1CCN(Cc2nc3c(c(=O)[nH]c(=O)n3C)n2Cc2cc(C)ccc2C)CC1	1	0.12	18	6	17	-19	-1	-7	103
8	O=C(OCc1nnc(-c2ccccc2)o1)C1=COCCO1	0.9	-0.26	2	-4	-1	4	4	-14	89
9	O=C(N1CCOCC1)N1CCN(S(=O)(=O)c2ccccc2)C1	0.9	0.091	-14	-9	5	7	-3	2	117
10	O=C(NCc1cccc(Cl)c1)c1cnccn1	1	0.44	3	6	-13	8	-21	-7	56
11	Cc1ccc2nc(NC(=O)C3CCN(S(=O)(=O)c4ccc5c(c4)oc(=O)n5C)CC3)sc2c1	0.9	-1.6	25	-4	-12	2	-2	3	73
12	COc1ccccc1-n1c(C)nnc1SCC(=O)Nc1cccc(C(C)=O)c1	0.9	-0.0097	4	-4	5	5	0	3	93
13	Cc1ccc(S(=O)(=O)NCc2ccc(C(=O)N(C)CCC#N)cc2)cc1	1	-0.055	10	-11	3	-18	-3	-6	121
14	Cc1c(Cl)cccc1NC(=O)CCN1CCCCCC1	0.9	.	-4	3	-18	-14	-1	-7	115
15	O=C(c1ccco1)N1CCN(c2ncnc3c2oc2ccccc23)CC1	0.9	.	22	0	22	4	-14	34	70
16	CC(NC(=O)Cc1cccs1)C(c1cccs1)N1CCN(c2ccccc2)CC1 (configuration not stated)	.	-1.2	39	-4	4	.	-5	2	66
17	O=S(=O)(c1cccs1)n1cccn1	1	-0.68	-8	5	-1	4	-2	-23	161
18	O=C(OCc1c(Cl)cccc1Cl)c1ccccn1	1	0.011	-4	3	-3	0	.	0	84
19	CCSc1nnc(-c2ccc(S(=O)(=O)N3CCCC3)cc2)n1C	0.9	0.23	21	8	-12	-1	0	9	88
20	CSc1ccccc1NC(=O)c1ccco1	1	-0.066	22	-15	4	4	-7	-10	101
21	COCCCNc1ncnc2nc[nH]c12	1	0.7	12	-4	2	-19	1	17	99
22	Cn1c(SCc2nc3ccccc3s2)nnc1-c1ccc2c(c1)OCO2	0.9	0.69	2	-11	30	6	0	38	112
23	Cn1c(=O)[nH]c(=O)c2c1nc(CN1CCOCC1)n2CCCO	0.9	.	-1	1	-4	7	-4	-6	94
24	CCOC(=O)Cn1c(N)c(C(=O)OC)sc1=S	0.9	-0.39	-2	-11	-20	12	1	-9	107
25	COc1ccc(OCC(=O)Nc2ccc(S(=O)(=O)N3CCCCCC3)cc2)cc1	0.9	-0.23	8	-11	10	2	0	-5	117
26	Cc1nnc(SCCn2c(N3CCC(C)CC3)nc3c2c(=O)[nH]c(=O)n3C)s1	.	-0.17	29	8	23	.	-4	-9	84
27	CCOC(=O)Nc1ccc2c(c1)Sc1ccccc1N2C(=O)CCN1CCOCC1	0.9	4.8*	28	-2	-2	3	-1	-1	84
28	COc1ccc2nc(SCC(=O)N3CCNC3=O)[nH]c2c1	0.9	-1.4	-1	-9	65*	1	-1	45	84
29	CC(C(=O)Nc1cc(C(F)(F)F)ccc1N1CCOCC1)N1C(=O)C2CC=CCC2C1=O (configuration not stated)	1	1.6	6	-8	-3	-13	0	10	115
30	Nc1cc(-c2cccc(F)c2)nn1S(=O)(=O)c1cccc2nsnc12	0.8	1.5	5	-1	-23	0	-5	-12	86
31	Cc1cccc(S(=O)(=O)NCCC(=O)OC(C)C(=O)NC(=O)NC2CCCCC2)c1 (configuration not stated)	0.9	0.62	5	-4	-6	-3	-2	-4	128
32	CC(C)CCn1c(N2CCN(Cc3ccccc3)CC2)nc2c1c(=O)[nH]c(=O)n2C	1	3.5	15	4	5	-17	1	-34	110
33	c1ccc2c(c1)sc1nnnn12	0.8	-0.64	-3	1	10	5	-2	-22	103
34	COCC(=O)NCc1ccc2c(c1)OCO2	1	-0.32	3	-8	-5	0	-1	0	98
35	COC(=O)c1cc(OC)c(OC)cc1NC(=O)c1c(-c2ccccc2Cl)noc1C	0.9	1.1	17	-2	-18	2	-2	18	76
36	Nn1c(Nc2ccccc2)nc2ccccc2c1=O	0.8	0.21	-14	-3	-11	7	-2	16	64
37	Clc1ccc(OCc2nc(-c3ccncc3)no2)c(Br)c1	0.9	-1.7	-3	-12	44	3	-2	59*	89
38	CCCC(=O)N1CC(=O)Nc2ccc(F)cc2C1c1ccccc1 (configuration not stated)	0.9	0.15	17	-2	-1	0	-3	-3	67
39	Cc1cc(NC(=O)CSc2nnc3c(C)cc4ccccc4n23)no1	1	1.6	25	-6	11	3	0	-2	172
40	Cc1ccc(C)n1CCN1CCN(CC(=O)Nc2cc(C(F)(F)F)ccc2Cl)CC1	0.9	-1.5	31	-15	-12	2	-4	-7	80
41	CCN(CC)S(=O)(=O)c1ccc(C(=O)Nc2ccc(OCC(=O)N3CCOCC3)cc2)cc1	0.9	-0.38	9	0	-6	2	0	-4	91
42	CCOC(=O)CSc1nc2cc(C(=O)NCc3ccco3)ccc2c(=O)n1C1CCCCC1	0.9	2.7	3	-8	-9	2	-1	-23	106
43	S=c1[nH]ncn1-c1ccccn1	0.9	-0.014	2	-4	4	5	-2	1	96
44	COc1ccc(Cl)c(Cn2c(NCCCN(C)C)nc3c2c(=O)n(C)c(=O)n3C)c1	0.9	-0.75	-2	-7	0	-4	-1	-9	99
45	CCOC(=O)c1c(C)[nH]c(C(=O)OCC(=O)N2CC(C)OC(C)C2)c1C (configuration not stated)	0.9	1	23	-5	-7	5	-3	8	130
46	O=C(COc1ccc2ccccc2c1CN1CCOCC1)N1CCc2ccccc21	0.9	-0.16	-2	-2	-10	-2	1	-27	40
47	CCOC(=O)CSc1nnc(NC(=O)c2cccc(S(=O)(=O)N3CCCC3)c2)s1	1	2.5	-7	2	-11	3	-3	-10	65
48	CCCNc1ncnc2sc(C)c(C)c12	0.9	.	6	4	-8	10	-1	-9	70
49	O=C(c1cc2ccccc2o1)N1CCN(c2ccccc2Cl)CC1	0.9	-0.023	11	-8	-5	11	-3	-11	86
50	O=C(Oc1ccc2c(c1)OCO2)c1ccc(F)cc1Cl	0.9	0.36	25	-15	27	2	-1	20	81
51	CCCCOc1ccccc1NC(=O)c1ccco1	0.9	1.3	0	-19	-22	6	-5	28	79
52	CC(C)C(C)(C#N)NC(=O)CSc1nc2scc(-c3ccco3)c2c(=O)n1-c1ccccc1 (configuration not stated)	0.9	0.32	24	1	-10	11	-1	0	89
53	CC(=O)Nc1ccc(S(=O)(=O)NCCSc2ccccn2)cc1	0.9	0.15	-6	-11	15	-12	-21	-13	110
54	COc1ccc(CCNC(=O)c2nonc2N)cc1OC	0.9	-3.9	-3	8	-1	-5	-1	31	87
55	COc1ccc(C2C(C(=O)N3CCCC3)c3cc(OC)c(OC)cc3C(=O)N2C)cc1 (configuration not stated)	0.9	0.0069	11	-9	7	4	-2	8	111
56	CC(=O)C1=C(O)C(=O)N(C)C1c1ccccc1F (configuration not stated)	1	-0.56	4	-7	-14	-17	2	-11	96
57	CCc1c(C)c(C#N)c2nc3ccccc3n2c1-n1nc(C)cc1C	0.9	0.56	3	10	0	.	1	-16	69
58	CC(C)NS(=O)(=O)c1ccc(OCC(=O)NCc2ccccc2)cc1	0.9	.	9	-18	15	1	-2	26	86
59	CCSC1=C(C#N)C2(CCCCC2)C(C#N)C(=O)N1 (configuration not stated)	1	-0.058	11	-1	-2	1	-2	0	116
60	O=C(NCC(=O)N(c1cnc2ccccc2c1)C(C(=O)NC1CCCC1)c1ccncc1)c1ccco1 (configuration not stated)	0.9	0.0058	10	4	-5	20	0	2	129

# Limited to TNAP act DEA, Cdc25B block and FXIIa mix inh (5 entries from above):
no. | SMILES | TNAP act DEA | Cdc25B block | FXIIa mix inh
48 | CCCNc1ncnc2sc(C)c(C)c12 | 0.9 | 4 | 10
49 | O=C(c1cc2ccccc2o1)N1CCN(c2ccccc2Cl)CC1 | 0.9 | -8 | 11
50 | O=C(Oc1ccc2c(c1)OCO2)c1ccc(F)cc1Cl | 0.9 | -15 | 2
51 | CCCCOc1ccccc1NC(=O)c1ccco1 | 0.9 | -19 | 6
52 | CC(C)C(C)(C#N)NC(=O)CSc1nc2scc(-c3ccco3)c2c(=O)n1-c1ccccc1 (configuration not stated) | 0.9 | 1 | 11

# (cont.)
No.	structure	TNAP act DEA	D1 allo mod	MKP-1 inh	Cdc25B block	SF-1 act	FXIIa mix inh	Hsp90 block	RORa activator	HER2 expr 66K
61	CCOC(=O)C1CCN(c2cc(=O)n(Cc3ccc(F)cc3)c(=O)[nH]2)CC1	0.9	-0.11	8	6	-4	5	-1	-23	116
62	COCCNC(=O)C(c1ccc(C)cc1)N(C(=O)CCC(=O)Nc1ccccn1)C1CCCC1 (configuration not stated)	1	0.55	21	7	-14	2	-3	-5	101
63	O=C1c2oc3ccccc3c(=O)c2C(c2cccc(F)c2)N1CCCO (configuration not stated)	0.9	-0.58	17	10	-15	5	0	15	89
64	CCCNC(=O)NCCc1ccncc1	0.9	0.16	12	-3	-16	2	0	-2	83

# 4 entries from above, sorted by length of the SMILES, low to high.
No.	structure	TNAP act DEA	D1 allo mod	MKP-1 inh	Cdc25B block	SF-1 act	FXIIa mix inh	Hsp90 block	RORa activator	HER2 expr 66K
37	Clc1ccc(OCc2nc(-c3ccncc3)no2)c(Br)c1	0.9	-1.7	-3	-12	44	3	-2	59*	89
9	O=C(N1CCOCC1)N1CCN(S(=O)(=O)c2ccccc2)C1	0.9	0.091	-14	-9	5	7	-3	2	117
32	CC(C)CCn1c(N2CCN(Cc3ccccc3)CC2)nc2c1c(=O)[nH]c(=O)n2C	1	3.5	15	4	5	-17	1	-34	110
29	CC(C(=O)Nc1cc(C(F)(F)F)ccc1N1CCOCC1)N1C(=O)C2CC=CCC2C1=O (configuration not stated)	1	1.6	6	-8	-3	-13	0	10	115
